High-throughput results: PubChem BioAssay, several laboratories
hK5 inh – inhibitors of human kallikrein 5. AID 873. Q9Y337. recombinant hK5, fluorogenic AMC substrate cleavage. inhibition, % at 5 µM. 210,000 compounds, 0.59% hits;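 active means inhibition of 40% or more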;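 further: 0% = enzyme controls without compound and 100% = no-enzyme blanks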
Target sequence (Q9Y337 67-293 limits assumed): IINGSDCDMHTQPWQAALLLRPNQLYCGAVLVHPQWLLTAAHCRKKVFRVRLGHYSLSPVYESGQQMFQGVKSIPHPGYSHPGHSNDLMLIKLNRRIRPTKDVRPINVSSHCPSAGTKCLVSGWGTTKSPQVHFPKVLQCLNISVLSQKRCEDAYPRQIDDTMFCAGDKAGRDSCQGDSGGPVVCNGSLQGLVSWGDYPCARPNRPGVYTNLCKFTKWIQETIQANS
PERK inhibitor – human PERK inhibition, primary cell-based screen; Q9NZJ5; CHO PERK-DD fusion, SEAP luminescence translation reporter; inhibition, % at 5.6 µM; 220,000 compounds, 0.17% hits;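 active means inhibition above the mean inhibition of all tested compounds plus 3 SD, set separately per screening campaign, cut at about 2.9% in these data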;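 further: PERK kinase domain activated by AP20187 dimerizer at 100 nM; 0% = DMSO with dimerizer and 100% = rapamycin at 8.4 µM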
Wee1 stabilizer – human Wee1 degradation inhibition, primary screen. HeLa Luc-Wee1K328M stability, luciferase luminescence; 100% = proteasome inhibitor MG132 effect. reporter increase, % at 5 µM. 220,000 compounds, 1.2% hits;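 active means activation above the mean of all tested compounds plus 3 SD, set per screening run, cut at about 8.8% in these data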;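 further: cells exposed to compound for 20 h before luminescence read; 0% = DMSO alone and 100% = MG132 at 30 µM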
Furin inh – inhibitors of human furin; P09958; purified furin, fluorogenic substrate cleavage; inhibition, % at 30 µM; 220,000 compounds, 0.061% hits; in the data active means inhibition above about 25%; further: inactives centre near -15
KCC2 mod – modulates chloride dependent transport by human KCC2; Q9H2X9; KCC2 cells, thallium flux FluoZin-2 fluorescence; B-score of Tl+ flux slope (higher = more flux/activation; lower = inhibition) at 10 µM; 190,000 compounds, 2.2% hits; AID 1456;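 active means thallium flux slope and its plate-corrected score both differing from the plate sample mean at a set confidence after two filtering rounds, in either direction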;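 further: slope of fluorescence scaled to starting intensity during 10 to 20 s after thallium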
Thrombin inh – thrombin (human) inhibition | AID 1046 | inhibition, % at 5 µM | alpha-thrombin, Boc-VPR-AMC fluorogenic substrate cleavage | 220,000 compounds, 0.26% hits | P00734;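 active means inhibition at or above 40%; inactive means inhibition below 40%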;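 further: 0% = enzyme with no compound and 100% = wells without enzyme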
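Material: Human alpha-thrombin protein | Buffer or medium: pH 7.5 Tris-saline with Tween 20 | Reagent: Boc-VPR-AMC substrate, 15 µM final | Schedule: Reaction at ambient temperature | Detection: AMC fluorescence at 355 nm excitation and 460 nm emission | Evaluation: Percent inhibition scaled between no-compound controls and no-enzyme blanks | Controls: no-compound enzyme wells and no-enzyme blanks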
FXIa inh 1536 – blocks human coagulation factor XIa protease activity. P03951. 220,000 compounds, 0.14% hits. AID 798. purified FXIa, Boc-Glu-Ala-Arg-AMC fluorogenic substrate. inhibition, % at 5 µM;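 active means inhibition of at least 40%; inactive means inhibition below 40%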;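 further: fluorescence of freed AMC excited at 355 nm; 0% = enzyme without compound and 100% = no enzyme blank; many of its hits are not listed in these tables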
p97 ATPase inh – inhibitors of human p97 ATPase | recombinant p97 ATPase, Kinase-Glo ATP luminescence, 3 h | P55072 | inhibition, % at 8 µM | AID 1481 | 220,000 compounds, 0.42% hits; in the data active means inhibition above about 15%;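 further: 0% = DMSO vehicle and 100% = wells lacking enzyme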
Target sequence (P55072 whole entry, looked up): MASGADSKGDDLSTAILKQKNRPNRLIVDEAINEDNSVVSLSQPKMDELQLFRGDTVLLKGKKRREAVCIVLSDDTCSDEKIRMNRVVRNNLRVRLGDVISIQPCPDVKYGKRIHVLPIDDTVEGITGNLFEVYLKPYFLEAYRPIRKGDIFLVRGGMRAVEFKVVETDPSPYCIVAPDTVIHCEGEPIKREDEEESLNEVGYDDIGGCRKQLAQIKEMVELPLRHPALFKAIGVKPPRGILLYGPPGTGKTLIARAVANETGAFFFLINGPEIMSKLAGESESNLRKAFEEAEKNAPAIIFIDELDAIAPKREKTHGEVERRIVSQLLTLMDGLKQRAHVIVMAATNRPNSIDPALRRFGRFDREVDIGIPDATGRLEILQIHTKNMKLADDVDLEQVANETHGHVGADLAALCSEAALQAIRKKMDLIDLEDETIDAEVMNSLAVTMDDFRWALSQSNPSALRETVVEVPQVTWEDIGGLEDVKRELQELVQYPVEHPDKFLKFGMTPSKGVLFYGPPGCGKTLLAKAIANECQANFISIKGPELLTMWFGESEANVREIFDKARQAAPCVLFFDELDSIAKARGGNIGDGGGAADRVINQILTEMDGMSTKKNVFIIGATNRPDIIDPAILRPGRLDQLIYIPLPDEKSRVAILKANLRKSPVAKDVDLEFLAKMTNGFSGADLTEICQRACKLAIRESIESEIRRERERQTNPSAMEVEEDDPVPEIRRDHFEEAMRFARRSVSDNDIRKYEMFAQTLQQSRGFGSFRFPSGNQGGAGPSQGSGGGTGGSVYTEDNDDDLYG
FXIIa inh – inhibitors of human coagulation factor XIIa. P00748. purified FXIIa, Boc-QGR-AMC fluorogenic substrate, 2 h. inhibition, % at 5 µM. 220,000 compounds, 0.3% hits. AID 800; in the data active means inhibition above about 40%;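 further: 0% = enzyme with no compound and 100% = blank without enzyme; many of its hits are not listed in these tables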
The depositor's hits bear a star; [ ] = dose if it differs, or a comment.

Cc1ccc(NC(=O)C(=O)NCC2CCN(C(=O)c3cccc([N+](=O)[O-])c3)CC2)cc1 was read as hK5 inh -1.6, PERK inhibitor 0.7, Wee1 stabilizer -0.8, Furin inh -18.1, KCC2 mod -0.606, Thrombin inh 6.7, FXIa inh 1536 -3.0, p97 ATPase inh 5.4 and FXIIa inh 5.0.
For O=C(NCCCCc1ccccc1)c1ccccc1 the results were hK5 inh -3.7, PERK inhibitor 0.4, Wee1 stabilizer 0.8, Furin inh -17.2, KCC2 mod -2.26, Thrombin inh -9.1, FXIa inh 1536 -0.3, p97 ATPase inh 0.9 and FXIIa inh -1.5.
CCOC(=O)C(Cc1c[nH]c2ccccc12)NC(=O)c1ccco1 (centres undefined) was read as hK5 inh -20.2, PERK inhibitor -0.6, Wee1 stabilizer -0.9, Furin inh -20.2, Thrombin inh 1.8, FXIa inh 1536 18.7, p97 ATPase inh 4.8 and FXIIa inh 28.2.
`CCN1CCN(C(=O)CN(C)S(=O)(=O)c2ccc3ccccc3c2)CC1` gave hK5 inh -2.2, PERK inhibitor 0.4, Wee1 stabilizer -3.8, Furin inh -24.0, KCC2 mod -1.51, Thrombin inh -8.0, FXIa inh 1536 -3.0, p97 ATPase inh 2.3 and FXIIa inh -0.9.
Cc1ccc(S(=O)(=O)c2nc(Nc3ccccc3C#N)sc2Cl)cc1 was read as hK5 inh -7.0, PERK inhibitor 0.8, Wee1 stabilizer -2.2, Furin inh -11.3, KCC2 mod 0.687, Thrombin inh -9.2, FXIa inh 1536 3.3, p97 ATPase inh 6.4 and FXIIa inh 11.1.
COc1ccc(C2CC(c3ccccc3)=NN2c2ccccc2)c(C(=O)O)c1OC (centres undefined) was read as hK5 inh -6.6, PERK inhibitor 1.0, Wee1 stabilizer -3.0, Furin inh -25.6, KCC2 mod -0.757, Thrombin inh -11.9, FXIa inh 1536 2.7, p97 ATPase inh 4.1 and FXIIa inh -0.8.
CSCCC(NC(=O)C1CCC(C)CC1)C(=O)OCC(=O)c1ccc(Cl)cc1 (centres undefined) was read as hK5 inh -9.4, PERK inhibitor 0.8, Wee1 stabilizer -1.7, Furin inh -30.2, KCC2 mod -0.275, Thrombin inh -6.3, FXIa inh 1536 -4.4, p97 ATPase inh -0.2 and FXIIa inh 5.1.
Screening COC(=O)c1cn(NC(=O)Cn2nc([N+](=O)[O-])c(Cl)c2C)c(=O)c2ccccc12 returned hK5 inh -3.4, PERK inhibitor 0.0, Wee1 stabilizer -1.6, Furin inh -21.5, KCC2 mod 0.937, Thrombin inh -7.2, FXIa inh 1536 -5.1, p97 ATPase inh -3.5 and FXIIa inh 4.2.
CC(C)(C)NC(=O)C(c1ccco1)N(Cc1ccc(F)cc1)C(=O)c1snc(C(N)=O)c1N (centres undefined) was read as hK5 inh -31.8, PERK inhibitor -1.5, Wee1 stabilizer 1.6, Furin inh -14.1, KCC2 mod 1.61, Thrombin inh -4.1, FXIa inh 1536 -5.0, p97 ATPase inh -1.0 and FXIIa inh 3.5.
Screening CCC(C)C(=O)Nc1cc(Cl)ccc1C(=O)O (centres undefined) returned hK5 inh -6.4, PERK inhibitor 0.8, Wee1 stabilizer 0.4, Furin inh -20.1, KCC2 mod -0.519, Thrombin inh -6.5, FXIa inh 1536 -6.9 and p97 ATPase inh 0.3.
Cc1nc2sc(-c3ccccc3)cc2c(=O)n1-n1cccc1 was read as hK5 inh -4.1, PERK inhibitor -0.4, Wee1 stabilizer 5.3, Furin inh -20.6, KCC2 mod 0.533, Thrombin inh 10.3, FXIa inh 1536 18.3, p97 ATPase inh 0.5 and FXIIa inh 27.3.
`COC(=O)c1ccc(-c2noc(CN3CCCC(CNC(C)=O)C3)n2)cc1` (centres undefined) gave hK5 inh -1.6, PERK inhibitor 0.7, Wee1 stabilizer -0.8, Furin inh -27.8, KCC2 mod 0.349, Thrombin inh -11.6, FXIa inh 1536 -3.0, p97 ATPase inh 5.3 and FXIIa inh 4.3.
`O=C(Nc1ccccc1)Nc1nnc(-c2ccccc2)o1` gave hK5 inh 1.9, PERK inhibitor 0.5, Wee1 stabilizer -0.6, Furin inh -10.7[20 µM], KCC2 mod 1.88, Thrombin inh -2.4, FXIa inh 1536 -0.9, p97 ATPase inh -0.8 and FXIIa inh 1.4.
Screening CC1=C(C#N)C(c2cccnc2)C2=C(CC(c3ccc(Cl)cc3)CC2=O)N1 (centres undefined) returned hK5 inh 3.4, PERK inhibitor -0.8, Wee1 stabilizer 2.0, Furin inh -9.5[20 µM], KCC2 mod -1.3, Thrombin inh -20.1, FXIa inh 1536 5.0, p97 ATPase inh -1.1 and FXIIa inh -5.9.
O=C(Cn1cnc2sc(-c3ccccc3)cc2c1=O)NCCc1ccccc1 was read as hK5 inh -23.8, PERK inhibitor 0.2, Wee1 stabilizer 3.0, Furin inh -17.1[20 µM], KCC2 mod -1.33, Thrombin inh -6.1, FXIa inh 1536 -9.3, p97 ATPase inh 1.5 and FXIIa inh 5.2.
Screening O=C(CSc1nnc(Cn2c(=O)sc3ccccc32)n1CCc1ccccc1)N1CCCC1 returned hK5 inh -1.2, PERK inhibitor -0.5, Wee1 stabilizer -0.8, Furin inh -12.1, KCC2 mod 0.63, Thrombin inh 1.3, FXIa inh 1536 2.0, p97 ATPase inh -5.3 and FXIIa inh 8.3.
CC(c1ccccc1)C1CC(=O)N(Cc2ccco2)C1=O (centres undefined) was read as hK5 inh -10.0, PERK inhibitor 0.1, Wee1 stabilizer 0.2, Furin inh -26.7[20 µM], Thrombin inh -2.3, FXIa inh 1536 3.4, p97 ATPase inh 2.0 and FXIIa inh 15.0.
`c1ccc(-c2ccccc2OCCCCN2CCCCC2)cc1` gave hK5 inh -32.3, PERK inhibitor -1.1, Wee1 stabilizer -0.6, Furin inh -20.1, KCC2 mod 0.0114, Thrombin inh 1.3, FXIa inh 1536 5.8, p97 ATPase inh -8.1 and FXIIa inh 4.1.
`CCN(CC)c1ccc2cc(/C(N)=N/NC(=O)c3cccs3)c(=O)oc2c1` gave hK5 inh -11.5, PERK inhibitor 1.1, Wee1 stabilizer 2.5, Furin inh -11.8, KCC2 mod -1.25, Thrombin inh 6.0, FXIa inh 1536 3.5, p97 ATPase inh 1.1 and FXIIa inh 11.6.
Oc1ccc(-c2[nH]ncc2-c2cccc3cccnc23)c(O)c1 was read as hK5 inh 6.1, PERK inhibitor -1.4, Wee1 stabilizer -2.5, Furin inh -28.4, KCC2 mod -0.122, Thrombin inh -2.5, FXIa inh 1536 2.6, p97 ATPase inh 5.5 and FXIIa inh 15.9.
Cc1nc2ccccc2c(=O)n1/N=C/c1ccc(N(C)C)cc1 was read as hK5 inh 9.4, PERK inhibitor 1.1, Wee1 stabilizer 0.8, Furin inh -18.3, KCC2 mod -0.0437, Thrombin inh 0.2, FXIa inh 1536 -4.7, p97 ATPase inh -0.4 and FXIIa inh 13.4.
`CCOC(=O)c1nn(-c2ccc(Cl)cc2)c2nc(-c3ccc(C)cc3)c(C#N)c(=O)n12` gave hK5 inh -8.5, PERK inhibitor -0.2, Wee1 stabilizer 1.2, Furin inh -9.9[20 µM], KCC2 mod -0.823, Thrombin inh -5.5, FXIa inh 1536 -2.9, p97 ATPase inh -2.0 and FXIIa inh 6.5.
O=C(NCc1ccc(F)cc1)c1cnc(-c2ccccn2)nc1C(F)(F)F was read as hK5 inh -9.8, PERK inhibitor -1.0, Wee1 stabilizer -2.8, Furin inh -23.2[20 µM], Thrombin inh -0.7, FXIa inh 1536 -7.6, p97 ATPase inh -3.3 and FXIIa inh 7.4.
For COc1ccc2cc(C(=O)Nc3ccc(F)cc3)sc(=O)c2c1OC the results were hK5 inh -17.7, PERK inhibitor 0.0, Wee1 stabilizer 1.9, Furin inh -20.7[20 µM], KCC2 mod -0.908, Thrombin inh 1.6, FXIa inh 1536 2.4, p97 ATPase inh -1.6 and FXIIa inh 12.2.
`O=C(/C=C/c1ccc(Cl)cc1)NC(=S)Nc1ccc(N2CCOCC2)c(Cl)c1` gave hK5 inh -4.9, PERK inhibitor 0.5, Wee1 stabilizer 3.6, Furin inh 1.2, KCC2 mod 0.631, Thrombin inh -3.5, FXIa inh 1536 3.3, p97 ATPase inh 4.8 and FXIIa inh 13.5.
CCOC(=O)/C(=C\c1cccc(O)c1)c1nc2sc(C)c(C)c2c(=O)[nH]1 was read as hK5 inh -18.0, PERK inhibitor 0.4, Wee1 stabilizer -1.7, Furin inh 3.7, KCC2 mod -0.438, Thrombin inh 3.2, FXIa inh 1536 10.5, p97 ATPase inh 6.0 and FXIIa inh 13.3.
`CN1CCN(C(=O)c2ccc3c(=O)n4c(nc3c2)CCCCC4)CC1` gave hK5 inh 42.3*, PERK inhibitor 1.1, Wee1 stabilizer -2.0, Furin inh -14.2[20 µM], KCC2 mod -0.35, Thrombin inh 13.4, FXIa inh 1536 2.4, p97 ATPase inh 0.4 and FXIIa inh 8.0.
Screening COc1ccc(OCC(=O)N2CCN(c3nnc(-c4ccccc4)c4ccccc34)CC2)cc1 returned hK5 inh -4.5, PERK inhibitor -1.2, Wee1 stabilizer 0.7, Furin inh -11.0, Thrombin inh 2.9, FXIa inh 1536 -0.9, p97 ATPase inh 2.9 and FXIIa inh 11.2.
Screening c1ccc(OCc2nn3c(-c4ccncc4)nnc3s2)cc1 returned hK5 inh -29.9, PERK inhibitor 0.5, Wee1 stabilizer -0.5, Furin inh -14.1, KCC2 mod -0.352, Thrombin inh -1.3, FXIa inh 1536 15.6, p97 ATPase inh 5.6 and FXIIa inh 16.9.
Screening CCCCC(C(=O)OCC)C(N)Cc1ccc(F)cc1 (centres undefined) returned hK5 inh -4.2, PERK inhibitor 0.5, Wee1 stabilizer -3.0, Furin inh -15.4, KCC2 mod 0.098, Thrombin inh 0.3, FXIa inh 1536 0.3, p97 ATPase inh -0.3 and FXIIa inh 6.8.
`C=CCNC(=O)c1cc2c(C(F)(F)F)nn(C)c2s1` gave hK5 inh -0.4, PERK inhibitor 1.3, Wee1 stabilizer 1.6, Furin inh -9.7, KCC2 mod 1.6, Thrombin inh -1.7, FXIa inh 1536 -16.3, p97 ATPase inh 1.9 and FXIIa inh -19.0.
Screening O=C(Nc1ccccc1C(=O)NCCN1CCOCC1)c1ccco1 returned hK5 inh 1.4, PERK inhibitor -0.5, Wee1 stabilizer 1.3, Furin inh -19.5[20 µM], KCC2 mod 1.03, Thrombin inh -3.1, FXIa inh 1536 -5.4, p97 ATPase inh -4.5 and FXIIa inh -5.7.
`Cc1ccc(NC(=O)COC(=O)Cn2cnc3ccccc32)c([N+](=O)[O-])c1` gave hK5 inh -4.5, PERK inhibitor 0.5, Wee1 stabilizer -0.2, Furin inh -20.2, KCC2 mod 1.15, Thrombin inh -2.3, FXIa inh 1536 -5.9, p97 ATPase inh 1.6 and FXIIa inh 2.0.

Among those listed so far, these contain a COOH group.
COc1ccc(C2CC(c3ccccc3)=NN2c2ccccc2)c(C(=O)O)c1OC (centres undefined) was read as hK5 inh -6.6, PERK inhibitor 1.0, Wee1 stabilizer -3.0, Furin inh -25.6, KCC2 mod -0.757, Thrombin inh -11.9, FXIa inh 1536 2.7, p97 ATPase inh 4.1 and FXIIa inh -0.8.
Screening CCC(C)C(=O)Nc1cc(Cl)ccc1C(=O)O (centres undefined) returned hK5 inh -6.4, PERK inhibitor 0.8, Wee1 stabilizer 0.4, Furin inh -20.1, KCC2 mod -0.519, Thrombin inh -6.5, FXIa inh 1536 -6.9 and p97 ATPase inh 0.3.

An unsorted share of the library, and some 4.4% of all compounds hit somewhere here.
